Source: PubChem BioAssay (several laboratories)
GDH-TPI inh – counter-screen for M. tuberculosis FBA inhibitors: GDH-TPI coupled enzymes. GDH-TPI coupled enzyme counterscreen, NADH absorbance. inhibition, % at 4.8 µM. actives 1.2% (n = 360,000); in the data active means inhibition above about 30%;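 further: 0% = DMSO wells and 100% = wells lacking the enzyme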
BoNT-A LC inh2 – inhibitors of Botulinum neurotoxin A light chain protease; multiplex microsphere protease substrate cleavage, flow cytometry; actives 0.17% (n = 360,000); AID 588499; inhibition, % at 10 µM; further: plate controls were buffer without enzyme for full effect and enzyme alone for no effect
BioA inh – blocks M. tuberculosis BioA enzyme activity; purified M. tuberculosis BioA enzyme, plate reader; inhibition, % at 9.99 µM; actives 0.096% (n = 360,000); AID 602481; in the data active means inhibition above about 40%; inconclusive means no clear call, values can overlap the other calls
FadD28 binding – blocks FadD28 binding to the bisubstrate probe; inhibition, % at 12.5 µM; actives 0.22% (n = 360,000); AID 588549; fluorescence polarization; in the data active means inhibition above about 8.5%, passing the limit was not always enough; inconclusive means no clear call, values can overlap the other calls
FBA Mtb inh – inhibitors of M. tuberculosis fructose-bisphosphate aldolase. purified M. tuberculosis FBA, fluorescence read-out. inhibition, % at 1 µM. actives 2.3% (n = 360,000). AID 588726; in the data active means inhibition above about 27%;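 further: 0% = vehicle and 100% = reference inhibitor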
Anthrax LF inh2 – anthrax lethal factor protease inhibition | inhibition, % at 10 µM | actives 0.12% (n = 360,000) | multiplex microsphere protease cleavage assay, LF; further: plate controls were buffer without enzyme for full effect and enzyme alone for no effect
Target sequence (P15917 whole entry, looked up): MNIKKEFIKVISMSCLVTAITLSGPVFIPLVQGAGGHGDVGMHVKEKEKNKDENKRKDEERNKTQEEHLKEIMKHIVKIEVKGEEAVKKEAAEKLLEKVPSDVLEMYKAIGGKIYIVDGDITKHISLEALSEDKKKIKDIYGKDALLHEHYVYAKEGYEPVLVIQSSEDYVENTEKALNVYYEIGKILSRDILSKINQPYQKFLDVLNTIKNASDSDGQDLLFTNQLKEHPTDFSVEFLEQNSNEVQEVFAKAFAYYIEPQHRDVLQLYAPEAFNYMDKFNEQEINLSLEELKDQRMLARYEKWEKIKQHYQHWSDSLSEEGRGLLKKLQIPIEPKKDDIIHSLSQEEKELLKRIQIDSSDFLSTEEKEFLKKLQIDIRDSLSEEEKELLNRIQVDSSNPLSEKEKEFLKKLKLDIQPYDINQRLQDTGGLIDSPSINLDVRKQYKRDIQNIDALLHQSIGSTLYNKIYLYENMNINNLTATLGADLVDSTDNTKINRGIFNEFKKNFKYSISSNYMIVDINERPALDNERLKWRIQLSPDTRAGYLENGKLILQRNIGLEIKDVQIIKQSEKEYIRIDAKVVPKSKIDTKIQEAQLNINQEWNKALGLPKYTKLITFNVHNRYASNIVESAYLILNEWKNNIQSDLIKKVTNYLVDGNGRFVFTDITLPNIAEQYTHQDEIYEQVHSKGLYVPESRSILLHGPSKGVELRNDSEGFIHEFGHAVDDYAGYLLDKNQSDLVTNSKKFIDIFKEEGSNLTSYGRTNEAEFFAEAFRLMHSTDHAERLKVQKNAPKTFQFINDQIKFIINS
Mtb UGM inh – blocks M. tuberculosis UGM enzyme; P9WIQ1; purified UGM, fluorescence polarization probe displacement; inhibition, % at 10 µM; actives 0.06% (n = 320,000); AID 504406; in the data active means inhibition above about 10%, passing the limit was not always enough; inconclusive means no clear call, values can overlap the other calls
BoNT F protease – blocks Botulinum neurotoxin F light chain protease. Multiplex microsphere protease cleavage assay, flow cytometry. actives 0.22% (n = 360,000). inhibition, % at 10 µM; in the data active means inhibition above about 35%, passing the limit was not always enough; inconclusive means no clear call, values can overlap the other calls; further: plate controls were buffer without enzyme for full effect and enzyme alone for no effect
PfHsp40 yeast – restores yeast growth despite PfHsp40 toxicity; S. cerevisiae expressing PfHsp40, growth rescue, ATP luminescence; growth rescue, % at 12.5 µM; actives 0.68% (n = 340,000); in the data active means growth rescue above about 28%, passing the limit was not always enough; inconclusive means no clear call, values can overlap the other calls;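 further: yeast W303a lacking pdr1 and pdr3 grown in galactose medium; growth measured after three days at 30 °C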
An asterisk follows results filed as active; u = inconclusive; x = not tested or not shown. Unless noted, no stated cut-off is given here; in the data, active means inhibition above about 30%; inconclusive means no clear call, values can overlap the other calls; inactive means below that. Compounds were not picked by outcome; about 4.7% have a hit in one of these screens.

SMILES	GDH-TPI inh	BoNT-A LC inh2	BioA inh	FadD28 binding	FBA Mtb inh	Anthrax LF inh2	Mtb UGM inh	BoNT F protease	PfHsp40 yeast
CC1=CCC2C(=O)N(c3ccc(Br)cc3C)C(=O)C2C1 (configuration not stated)	-6	1.0	3.3	-2.5	0	1	0.8	-5	2.1
COC(=O)c1ccc(NC(=O)Cn2nc(C(=O)Nc3ccc(C)cc3)ccc2=O)cc1	6	-1.0	-2.0	-3.9	-3	-2	-0.5	2	1.3
COc1cccc(C(C(=O)NC(C)(C)C)N(Cc2ccco2)C(=O)CCC(=O)Nc2cc(C)on2)c1OC (configuration not stated)	-3	0.0	x	-2.0	1	-8	-1.7	0	1.3
COc1ccc2oc(C(=O)OCC(=O)Nc3ccc(NC(C)=O)cc3)c(C)c2c1	8	6.5	0.8	-1.0	27*	-1	2.1	8	0.5
O=C(O)c1ccc2c(c1)C(=O)N(CCc1c[nH]c3ccccc13)C2=O	9	-2.0	0.3	-0.2	3	-1	3.1	2	0.3
O=C(NCCc1c[nH]c2ccccc12)c1cccc(Br)c1	-4	0.0	-0.7	0.8	-2	-4	2.9	-4	0.8
O=C(OCCCN=C1NS(=O)(=O)c2ccccc21)C1CC(=O)N(c2ccc(Cl)cc2)C1 (configuration not stated)	2	1.3	0.6	-3.3	3	-4	-3.5	16	-1.5
Cn1ccnc1C(=O)c1ccc(N)cc1	29	1.9	0.0	-3.1	-4	4	-1.5	3	-1.6
CC1CCc2sc(C(=O)N(C)CC(=O)Nc3cccc(F)c3)cc2C1 (configuration not stated)	1	1.1	4.4	-1.0	-1	3	2.0	4	-0.8
CCOC(=O)c1[nH]c(C)c(C(=O)NC2CCCCCC2)c1C	5	0.4	-2.7	-1.2	6	-1	0.3	5	-1.4
CC(C)(C)NC(=O)C1CCN(C(=O)c2ccc(Br)cc2)CC1	2	u	x	-9.3	-2	3	-0.2	7	0.7
C[N+]1(CN2C(=O)C3C4C=CC(C4)C3C2=O)CCCCC1 (configuration not stated)	-7	-0.1	x	-1.9	-1	0	2.4	-13	-0.9
O=C(CN1C(=O)C2C3C=CC(C3)C2C1=O)NCCN1CCCc2ccccc21 (configuration not stated)	7	0.3	-1.2	-0.3	8	-1	0.8	-34	0.5
Cc1nnc(SCc2ccc(CSc3nnc(C)c(=O)[nH]3)cc2)[nH]c1=O	8	-0.2	x	-1.0	-1	-2	-0.4	4	-0.7
CCOCCCNC(=O)C(NC(=O)Cc1cccs1)c1ccc(Cl)cc1 (configuration not stated)	3	0.0	x	-0.8	-1	-2	3.5	3	1.3
C=CCn1c(CCn2c3ccccc3c3ccccc32)n[nH]c1=S	11	-0.6	0.3	-0.6	0	-1	-0.4	-4	0.5
CC(C)(C)OC(=O)N1CCC[C@H]1c1nnc(SCc2ccc(Cl)cc2)o1	12	-0.7	-2.2	-1.5	2	3	1.5	-2	0.1
O=S(=O)(NCCc1ccc2c(c1)OCCO2)c1cccs1	-3	0.3	0.4	0.3	0	-4	3.7	4	-0.8
CC1COc2ccccc2N1S(=O)(=O)c1ccc(Cl)cc1 (configuration not stated)	3	-0.6	x	-0.1	-3	-8	0.7	-4	32*
NC(=O)COc1ncnc2scc(-c3ccc(F)cc3)c12	-3	-0.7	x	0.7	3	-3	-4.0	0	0.3
CC1CCN(CCCNC(=O)c2ccc3c(=O)n(Cc4ccc(Cl)cc4)c(=S)[nH]c3c2)CC1	-6	-0.2	1.4	-29	-1	0	1.0	-3	0.6
COc1ccc(NC(=O)CSc2nnc3n2CCCCC3)cc1S(=O)(=O)N(C)C	-4	0.2	-1.6	-2.2	-2	-3	x	0	x
COc1ccc(S(=O)(=O)N2CCCCC2)cc1NC(=O)c1ccc([N+](=O)[O-])o1	3	-0.7	x	-0.1	-1	-3	0.6	-9	-1.7
C=CCn1c(SCC(=O)NCCOC)nc2scc(-c3ccco3)c2c1=O	3	1.6	-1.7	-0.8	-2	4	2.3	9	0.4
COCCOC(=O)C(C#N)c1nc2ccccc2nc1N1CCN(Cc2ccccc2)CC1 (configuration not stated)	10	6.3	-2.0	-1.0	0	3	3.3	12	18
CN1CCN(C2=Cc3ccccc3Sc3cc(F)c(F)cc32)CC1	12	0.6	-0.4	-2.6	-2	1	0.1	-1	0.6
COCCNC(=O)NC(=O)COC(=O)C12CC3CC(CC(NC(C)=O)(C3)C1)C2	-7	0.0	9.4	-3.9	0	-3	-0.8	-7	-0.9
CC(C)c1nc(NCc2ccccc2)c(C#N)c2c1CCCC2	13	-1.6	-2.0	-1.3	0	-5	-0.5	-20	-0.3
COc1ccccc1-c1cc(NC=O)c2ncc(-c3ccc(S(C)(=O)=O)cc3)n2c1	19	0.3	-1.0	-5.8	104*	5	x	1	x
CCCn1c(N)c(N(CCOC)C(=O)c2ccc(-c3ccccc3)cc2)c(=O)[nH]c1=O	0	x	-0.4	0.2	1	x	-2.5	x	-0.4
Clc1cnc(N/N=C/c2ccco2)c(Cl)c1	21	-0.6	-0.2	-3.9	-2	-2	-3.4	-2	-1.3
CCc1ccc(C=C2SC(=S)N(CCCC(=O)Nc3ccc(C(=O)O)cc3)C2=O)cc1	10	0.1	-3.6	0.4	4	2	x	3	x
O=c1cc(O)c2sc(Nc3ccc(F)cc3)nc2[nH]1	24	0.4	x	-1.6	1	0	-0.5	-1	-1.1
Nn1c(SCC(=O)Nc2ccccc2F)nnc1-c1cccnc1	11	20	7.6	-4.8	-3	9	1.1	31	1.6
CCOc1ccc(C(C)C)cc1S(=O)(=O)n1nc(C)cc1C	6	-0.2	0.1	-1.7	-1	0	0.7	0	0.4
Cc1ccc(NC(=O)CCn2cnc3cc(C)c(C)cc32)cc1	3	-0.1	-2.9	-0.5	4	-5	-0.3	2	-0.8
COc1ccc([N+](=O)[O-])cc1NC(=O)c1cn(-c2ccc(Cl)cc2)c(=O)c2ccccc12	5	-0.2	-1.0	-0.7	0	0	-0.7	1	-0.6
COc1cc(NS(=O)(=O)c2ccc(NC(=O)/C=C/c3ccc([N+](=O)[O-])cc3)cc2)ncn1	8	-1.0	x	-2.3	-2	-4	4.7	-8	-0.3
CCOC(=O)C1=CN(Cc2ccco2)S(=O)(=O)NC1c1cccc(OC)c1 (configuration not stated)	6	-0.1	-0.9	-0.8	2	-1	x	-6	1.1
Cc1ccc(C(=O)OCc2nnc(-c3ccc(Br)cc3)o2)cc1	5	0.0	-0.1	-1.3	0	-8	-1.1	-7	27*
O=C(Nc1ccccc1)N1CCN(S(=O)(=O)c2ccccc2)CC1	4	0.0	x	-0.5	5	3	-0.9	4	-1.4
CCCc1ccc(OCC(=O)NNC(=O)c2cccnc2)cc1	1	0.0	x	-1.8	2	1	-0.3	-2	1.2
c1ccc2ncc(-n3cnnn3)cc2c1	-2	0.1	1.0	0.1	4	-10	-1.8	-2	-0.2
COc1ccc(-c2c(C)cc3oc(=O)cc(-c4ccccc4)c3c2C)cc1C=O	4	0.2	1.7	-0.7	6	1	x	-2	0.6
Cc1cccc(N(C)S(=O)(=O)c2cccc3nsnc23)c1	12	0.9	3.4	-0.2	4	0	1.0	11	-0.6
COc1ccc(CCNC(=O)c2c(O)c3ccccc3[nH]c2=O)cc1	-15	-2.9	11	-4.3	-3	3	-2.3	10	-0.7
COc1ccccc1NC(=O)NC1CCCCCCC1	-6	1.8	0.4	0.7	1	-1	0.7	5	1.6
O=C(N/N=C/c1ccc(-c2ccc([N+](=O)[O-])cc2)o1)[C@H]1C[C@@H]1c1ccccc1	-3	7.2	x	-1.7	1	19	-1.7	-5	-1.1
N#Cc1c(-c2cccnc2)c2c([nH]c1=S)CCCC2	7	0.6	0.9	-2.5	5	-4	-0.1	9	-1.0
Cc1ccc(-c2nnc(SCC#N)n2N)cc1	12	-0.1	-0.4	-4.6	-1	-2	-1.0	-2	-1.1
O=C(CSc1ncccn1)N/N=C/c1cccc(OC2CSC2)c1	1	-1.1	4.4	-2.4	-1	-4	-2.6	2	1.0
CCc1ccc(-c2nc(CN3CCC(C(=O)NCc4ccc(F)cc4)CC3)c(C)o2)cc1	9	u	-1.0	-2.4	1	-3	3.5	-8	-1.1
O=C1N/C(=N\N=C\c2ccco2)SC1Cc1ccccc1[N+](=O)[O-] (configuration not stated)	38*	-0.2	x	-1.5	-2	-13	0.3	-1	-1.2
O=C(CCC(=O)N1CCSc2ccccc21)NCc1cccc(Cl)c1	7	-0.5	-3.3	-0.4	2	-9	2.8	-6	1.3
O=C(COc1ccccc1)NCC(=O)NC1CCCCC1	9	0.6	x	-1.1	1	-2	0.9	-6	-0.8
Cc1ccc(NC2=C/C(=N\S(=O)(=O)c3cccs3)c3ccccc3C2=O)c(C)c1	20	-0.4	-3.4	-1.2	5	-8	-3.5	-39	-2.1
N#CC1(Nc2ccc([N+](=O)[O-])cc2)CCCC1	22	0.0	x	-0.6	7	4	x	-4	-1.6
CCNc1ccccc(-c2ccc3ccccc3n2)c1=O	5	2.9	x	-1.9	-1	2	-1.6	0	-0.4
CC(=O)C1=CCC(c2ccccc2)N(S(=O)(=O)c2ccc(C)cc2)C1 (configuration not stated)	x	0.4	11	-4.9	4	2	x	3	x
CN(C)S(=O)(=O)c1ccc(C(=O)Nc2nc(-c3cccs3)cs2)cc1	18	-0.1	-0.4	-3.9	7	-5	-1.6	-8	-0.4

Filtered by structure: the entries above with fluorine (six)
SMILES	GDH-TPI inh	BoNT-A LC inh2	BioA inh	FadD28 binding	FBA Mtb inh	Anthrax LF inh2	Mtb UGM inh	BoNT F protease	PfHsp40 yeast
CC1CCc2sc(C(=O)N(C)CC(=O)Nc3cccc(F)c3)cc2C1 (configuration not stated)	1	1.1	4.4	-1.0	-1	3	2.0	4	-0.8
NC(=O)COc1ncnc2scc(-c3ccc(F)cc3)c12	-3	-0.7	x	0.7	3	-3	-4.0	0	0.3
CN1CCN(C2=Cc3ccccc3Sc3cc(F)c(F)cc32)CC1	12	0.6	-0.4	-2.6	-2	1	0.1	-1	0.6
O=c1cc(O)c2sc(Nc3ccc(F)cc3)nc2[nH]1	24	0.4	x	-1.6	1	0	-0.5	-1	-1.1
Nn1c(SCC(=O)Nc2ccccc2F)nnc1-c1cccnc1	11	20	7.6	-4.8	-3	9	1.1	31	1.6
CCc1ccc(-c2nc(CN3CCC(C(=O)NCc4ccc(F)cc4)CC3)c(C)o2)cc1	9	u	-1.0	-2.4	1	-3	3.5	-8	-1.1

The results go on:
SMILES	GDH-TPI inh	BoNT-A LC inh2	BioA inh	FadD28 binding	FBA Mtb inh	Anthrax LF inh2	Mtb UGM inh	BoNT F protease	PfHsp40 yeast
O=C(O)/C=C\C(=O)Nc1ccc(F)c(F)c1F	-3	u	0.2	-0.5	-1	0	-1.5	u	-0.9
CC(=O)c1ccc(NC(=O)COC(=O)CCN2C(=O)c3cccc([N+](=O)[O-])c3C2=O)cc1	-4	-0.7	x	-3.0	1	1	-2.2	0	0.5
Nc1nc(Nc2ccccc2)n[nH]1	-3	3.3	-0.8	-1.9	2	-9	-2.6	9	1.6
O=C(CN1CCCC1c1ccc2c(c1)OCCO2)NC(=O)Nc1ccccc1F (configuration not stated)	7	x	x	-0.5	4	x	x	x	-0.4
COc1ccc(NC2CCCN(C(=O)c3ccc(C(C)=O)cc3)C2)cc1 (configuration not stated)	0	-0.1	25	-1.5	1	4	0.7	0	-0.8
CC(=O)N1CCCc2cc(S(=O)(=O)NC(C(=O)NCc3ccc(C)cc3)C(C)C)ccc21 (configuration not stated)	5	-0.8	x	-0.3	-1	-10	-1.3	-15	-0.2
CN(Cc1ccccc1)Cc1nc2c(c(=O)n(C)c(=O)n2C)n1Cc1ccc(Cl)cc1	-1	-1.2	x	-3.5	0	-4	-0.1	-6	-0.5

Entries of single compounds from above:
`O=C(O)/C=C\C(=O)Nc1ccc(F)c(F)c1F` is entered as GDH-TPI inh: -3; BoNT-A LC inh2: u; BioA inh: 0.2; FadD28 binding: -0.5; FBA Mtb inh: -1; Anthrax LF inh2: 0; Mtb UGM inh: -1.5; BoNT F protease: u; PfHsp40 yeast: -0.9
`O=C(CN1CCCC1c1ccc2c(c1)OCCO2)NC(=O)Nc1ccccc1F` (configuration not stated) is entered as GDH-TPI inh: 7; BoNT-A LC inh2: x; BioA inh: x; FadD28 binding: -0.5; FBA Mtb inh: 4; Anthrax LF inh2: x; Mtb UGM inh: x; BoNT F protease: x; PfHsp40 yeast: -0.4
